ANO1 activ – TMEM16A chloride channel activators or potentiators, primary screen, cell-based, HTS; 340,000 tested, 0.3% active; B-score at 10 µM; Anoctamin-1 (Mus musculus), Q8BHY3; AID 623877, 2012; HEK293 TMEM16A/YFP-H148Q/I152L, iodide quench fluorescence; stronger effect = lower value;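 active = fluorescence-ratio B-score plate-corrected deviation score at least 3 library SD below zero, with starting fluorescence score within 5 deviations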;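 also: channel opened by trigger with iodide after compound preincubation; score built on the fluorescence ratio of max minus min over baseline; more negative score means more quench and so TMEM16A activation or potentiation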
Target sequence (Q8BHY3 whole entry, looked up): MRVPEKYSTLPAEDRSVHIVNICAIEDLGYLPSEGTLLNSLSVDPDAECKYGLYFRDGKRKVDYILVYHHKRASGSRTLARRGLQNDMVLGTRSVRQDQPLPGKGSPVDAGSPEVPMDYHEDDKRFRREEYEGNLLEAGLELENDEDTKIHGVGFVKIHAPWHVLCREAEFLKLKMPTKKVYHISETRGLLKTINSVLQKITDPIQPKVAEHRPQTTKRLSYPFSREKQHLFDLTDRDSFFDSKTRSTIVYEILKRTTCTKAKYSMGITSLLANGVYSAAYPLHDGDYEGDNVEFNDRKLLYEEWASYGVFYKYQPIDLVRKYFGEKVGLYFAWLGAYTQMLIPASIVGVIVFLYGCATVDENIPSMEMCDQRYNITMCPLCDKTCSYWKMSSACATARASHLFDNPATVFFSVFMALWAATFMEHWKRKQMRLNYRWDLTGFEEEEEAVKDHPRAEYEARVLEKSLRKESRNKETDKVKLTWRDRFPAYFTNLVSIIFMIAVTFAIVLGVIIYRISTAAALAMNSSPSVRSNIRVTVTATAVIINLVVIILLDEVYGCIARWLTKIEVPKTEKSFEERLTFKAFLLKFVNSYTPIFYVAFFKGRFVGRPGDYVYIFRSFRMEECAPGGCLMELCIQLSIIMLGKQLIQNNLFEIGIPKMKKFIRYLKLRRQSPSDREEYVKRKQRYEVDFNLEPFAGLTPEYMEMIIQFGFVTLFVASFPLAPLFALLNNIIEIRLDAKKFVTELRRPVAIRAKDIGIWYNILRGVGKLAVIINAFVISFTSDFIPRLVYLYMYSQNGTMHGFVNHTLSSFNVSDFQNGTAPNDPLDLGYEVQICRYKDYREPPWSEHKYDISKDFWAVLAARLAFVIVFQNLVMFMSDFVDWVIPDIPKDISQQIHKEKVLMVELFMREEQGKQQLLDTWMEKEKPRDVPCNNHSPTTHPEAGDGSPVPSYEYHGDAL
Calls only; i = inactive.

SMILES	ANO1 activ
CN(C)S(=O)(=O)c1cc(NC(=O)CSc2cccc[n+]2[O-])ccc1Cl	i
CN(Nc1cccc(Cl)c1)c1cccc(Cl)c1	i
Cc1ccc(S(=O)(=O)N2CCN(C(=O)CN3C(=O)c4ccc([N+](=O)[O-])cc4C3=O)CC2)cc1C	i
Cn1nc(C(=O)NNC(=O)c2cccc(Cl)c2)c2ccccc2c1=O	i
CC1CCC(NC(=O)CSc2nnc(-c3cccnc3)o2)CC1 (centres undefined)	i
CC(C)N1CCN(c2ccc(OCC3COC(Cn4cncn4)(c4ccc(Cl)cc4Cl)O3)cc2)CC1 (centres undefined)	i
CC(Sc1ccccn1)C(=O)Nc1ccc2c(c1)OCO2 (centres undefined)	i
Cc1ccc(NC(=O)Cc2nc(COC(=O)c3c(F)cccc3Cl)cs2)cc1	i
CCCCn1c(N)c(N(Cc2ccccc2OC)C(=O)C(C)Oc2ccc(Br)cc2)c(=O)[nH]c1=O (centres undefined)	i
COc1ccc(NC(=O)COc2ccc(C(=O)NCc3cccnc3)cc2OC)cc1	i
CCN1C[C@@H]2[C@@H]3C(=O)N(Cc4ccccc4)C(=O)[C@@H]3[C@](C)(C1=O)N2C(=O)c1ccc(F)cc1	i
O=C(CN1CCCC1c1cccs1)Nc1cccc(S(=O)(=O)N2CCCC2)c1 (centres undefined)	i
O=C(OCC(=O)N1CCCCCC1)c1ccc(F)cc1F	i
CCOC(=O)c1[nH]c(C)c(/C(O)=C2\C(=O)C(=O)N(CCCN3CCOCC3)C2c2cccnc2)c1C (centres undefined)	i
COc1ccccc1N1CCN(CC(=O)Nc2cc(C)nn2-c2nc(C)cc(C)n2)CC1	i
CC(=O)c1ccc(S(=O)(=O)N2CCN(C(=O)c3ccc(-n4cncn4)c([N+](=O)[O-])c3)CC2)cc1	i
Cc1ccc(S(=O)(=O)c2nc(-c3ccccc3Cl)oc2N2CCN(C)CC2)cc1	i
Cc1ccc(C)c(NC(=O)COC(=O)c2nc(Cl)ccc2Cl)c1	i
COc1ccc2c(c1)CCCC21NC(=O)N(CC(=O)NCc2cccs2)C1=O (centres undefined)	i
CCN(CC)c1ccc(NC(=O)C2=CC=CN3CCS(=O)(=O)N=C23)cc1	i

Ordered by heavy-atom count (largest number first): some entries from above
SMILES	ANO1 activ
CCOC(=O)c1[nH]c(C)c(/C(O)=C2\C(=O)C(=O)N(CCCN3CCOCC3)C2c2cccnc2)c1C (centres undefined)	i
CC(=O)c1ccc(S(=O)(=O)N2CCN(C(=O)c3ccc(-n4cncn4)c([N+](=O)[O-])c3)CC2)cc1	i
Cc1ccc(S(=O)(=O)c2nc(-c3ccccc3Cl)oc2N2CCN(C)CC2)cc1	i
CCN(CC)c1ccc(NC(=O)C2=CC=CN3CCS(=O)(=O)N=C23)cc1	i
Cc1ccc(C)c(NC(=O)COC(=O)c2nc(Cl)ccc2Cl)c1	i

(next part)
SMILES	ANO1 activ
Oc1c(Cl)cc(Cl)cc1C1=NNC(c2ccc(Cl)cc2)C1 (centres undefined)	i
C=C1C(=O)O[C@@]23[C@H]1CC[C@@H](C)[C@@H]2CC[C@@]1(C)O[C@@H]31	i
O=C(NCC1COc2ccccc2O1)c1ccc(Cl)c(S(=O)(=O)N2CCOCC2)c1 (centres undefined)	i
Cc1ccc(C(=O)NNC(=O)c2ccoc2C)s1	i
CCOc1ccc(S(=O)(=O)Nc2cccc(C(=O)NCCCN3CCCC3=O)c2)cc1	i
COc1cc(/C=C/C(=O)N(C)CC(=O)Nc2ccccc2Br)cc2c1OCCO2	i
Cn1c(-c2ccsc2)c(-c2cccs2)c2cc(-c3ccc4cc[nH]c4c3)ccc21	i
CCc1ccc(OCC(=O)NCCc2ccc3c(c2)OCCO3)cc1	i
Cc1ccc(S(=O)(=O)NCC(=O)OCC(=O)Nc2cccc(S(=O)(=O)N3CCOCC3)c2)cc1	i
CSc1ccc(Cl)c(C(=O)N2CCN(c3ncccn3)CC2)c1	i
CNC(=O)[C@@H]1CCC(=O)N1	i
O=C(CCC(=O)c1ccc(Cl)cc1)OCn1nnc2ccccc2c1=O	i
CCn1cnc2cc(NC(=O)COc3ccc(C)cc3)ccc21	i
Cc1cccc(N2CCN(C(=O)CSc3ccc4c(c3)OCCO4)CC2)c1C	i
O=C(O)c1cc2cc(S(=O)(=O)O)ccc2cc1O	i
COc1ccc(COCC(O)CN2CCN(S(=O)(=O)c3c(F)cccc3F)CC2)cc1OC (centres undefined)	i
Cc1ccc(S(=O)(=O)c2cc3c(=O)n4cccc(C)c4nc3n(CCc3ccccc3)c2=N)cc1C	i
O=C(Nc1ccc(S(=O)(=O)N2CCOCC2)cc1)C1CCN(S(=O)(=O)c2ccc(Cl)cc2)CC1	i
COc1nc(=O)n(C2CCCO2)cc1C (centres undefined)	i
COc1ccc(NC(=O)C2CCCN(C(=O)c3ccc(Cl)cc3)C2)cc1Cl (centres undefined)	i
CC(C)c1ccc(C(=O)OCC(=O)c2c(N)n(C)c(=O)n(C)c2=O)cc1	i
CCOc1ccc(NC(=O)CN(C)C(=O)Cc2n[nH]c(=O)c3ccccc23)cc1OCC	i
O=C(NCC(c1ccco1)N1CCCC1)c1cc2cc(Cl)ccc2o1 (centres undefined)	i
O=C(NCc1ccccc1CN1CCCC1)c1ccc(Cl)c(N2CCCC2=O)c1	i
O=C(COC(=O)c1ccc2ccccc2n1)NC1CCCCC1	i
CCCCn1c(N)c(N(CC)C(=O)c2cnc(C)cn2)c(=O)[nH]c1=O	i
CC(C)C(NC(=O)Cc1ccccc1)C(=O)N1CCN(c2cccc(Cl)c2)CC1 (centres undefined)	i
Cc1cccc([N+](=O)[O-])c1C(=O)O	i
COc1cc(CNCc2ccncc2)ccc1OCC(N)=O	i
Nc1ccc(Cc2ccc([N+](=O)[O-])cc2)cc1	i
CN(C(=O)CSc1nnc(C2CC2)n1C1CC1)C1(C#N)CCCCC1	i
Cc1ccc(NC(=O)COC(=O)C2CC3CCCC(C2)C3=O)c([N+](=O)[O-])c1 (centres undefined)	i
Cc1cccc(C(=O)N=C2SC3CS(=O)(=O)CC3N2c2ccccc2)c1 (centres undefined)	i
O=C1c2ccc(-c3nc4ccccc4o3)cc2C(=O)N1Cc1ccccc1	i
Cn1nc(C(=O)Nc2ccc(-n3cnnn3)cc2)c2ccccc2c1=O	i
CC(=O)OCC1OC(OC2C[C@]3(C)C(CC(O)C4C([C@](C)(CCC=C(C)C)OC5OC(CO)C(O)C(O)C5O)CC[C@]43C)[C@@]3(C)CCC(O)C(C)(C)C23)C(O[C@@H]2OC(C)C(O)C(O)C2O)C(O)C1O (some centres undefined)	i
O=C(CCCCC(=O)NN=Cc1ccc(Cl)cc1)NN=Cc1ccc(Cl)cc1	i
COc1ccccc1CN(C)C(=O)CSCC(=O)Nc1ccccc1F	i
O=C(NCCCN1CCOCC1)c1cccc(NS(=O)(=O)c2ccc(Br)cc2)c1	i
CN(C(=O)c1ccc(NC(=O)Cc2cccc(NC(=O)C3CCN(C(=O)C4CCC4)CC3)c2)cc1)C1CCCC1	i
CC(=O)c1ccc(N2CCN(S(=O)(=O)c3ccc4ccccc4c3)CC2)cc1	i
CCc1noc(C)c1C(=O)N(C)CC(=O)Nc1cccc(OC)c1	i
COc1cc(C(=O)NNC(=O)c2ccc3ccccc3n2)cc(OC)c1OC	i
COc1ccc(-c2ccc3c(c2)S(=O)(=O)c2cccc(C(=O)NCc4cc(C)oc4C(F)(F)F)c2C3=O)cc1OC	i
CC(C)NC1(C(N)=O)CCNCC1	i
CCN(CC(=O)Nc1c(F)cccc1F)C(=O)c1ccc2c(c1)OCO2	i
CCOC(=O)C1CCN(C(=O)COC(=O)CSc2ccccc2C)CC1	i
CC(C)(CNC(=O)C1CCN(S(=O)(=O)c2cc([N+](=O)[O-])ccc2Cl)CC1)N1CCOCC1	i
CCc1cc(C(=O)N2CCN(S(=O)(=O)c3cc(C)ccc3C)CC2)sc1C	i
Cc1sc2nc(CSC(C)C(=O)Nc3ccccn3)[nH]c(=O)c2c1C (centres undefined)	i
Continued:
SMILES	ANO1 activ
O=C(CCC(=O)c1cccs1)NCc1ccccc1Cl	i
Cn1ccc2cc(OCc3ccccc3)ccc21	i
O=[N+]([O-])c1ccc(Cl)c(S(=O)(=O)Nc2ccc3cn[nH]c3c2)c1	i
CCC1(c2ccc(C)cc2)NC(=O)N(CC(=O)Nc2cccc(S(=O)(=O)N3CCCC3)c2)C1=O (centres undefined)	i
CC(Sc1nn(-c2ccccc2)c(=S)s1)C(=O)NCC1CCCO1 (centres undefined)	i
Cc1cc(=O)oc2cc(NC(=O)C(C)N3C(=O)C4CCCCC4C3=O)ccc12 (centres undefined)	i
COc1ccc(NS(=O)(=O)c2cc(NC(=O)c3cc(F)c(F)cc3Cl)ccc2N2CCOCC2)cc1	i
CN1C[C@@H]2[C@@H]3C(=O)N(C)C(=O)[C@@H]3[C@](C)(C1=O)N2C(=O)c1ccccc1	i
Cc1ccc(C(=O)OC(C)C(=O)NC2CCCCC2C)s1 (centres undefined)	i
COc1ccc(OC)c(S(=O)(=O)NC(C)c2ccc(-n3ccnc3)cc2)c1 (centres undefined)	i
COc1ccc(-c2cc3ccc(OC)cc3cn2)cc1	i
COc1ccc(OC)c(NC(=O)CSc2nc3nc(C)cc(C)n3n2)c1	i
S=C(NCCCN1CCN(CCCNC(=S)NC2CCCCC2)CC1)NC1CCCCC1	i
Cc1cc(C(=O)COC(=O)c2ccccc2O)c(C)n1CC1CCCO1 (centres undefined)	i
CC[C@]1(c2ccccc2C)ON(c2ccccc2C(F)(F)F)C1=O	i
CCC[C@@H](CN1CCC[C@H]1CN1C(N)=NC[C@@H]1Cc1ccccc1)N1C[C@@H]([C@H](C)CC)N(CCc2ccc(Cl)c(Cl)c2)C1=N	i
Cc1c(NS(=O)(=O)c2cccc(C(=O)Nc3ccccc3)c2)c(=O)n(-c2ccccc2)n1C	i
O=C(CCNC(=O)c1ccc(Cl)cc1)Nc1ccc(S(=O)(=O)N2CCOCC2)cc1	i
O=C1c2ccccc2[C@@H]2C[C@@H](O)[C@H](Nc3cccc(Cl)n3)CCN12	i
O=C(CCS(=O)(=O)c1ccccc1F)Nc1ccc(N2CCN(Cc3ccccc3)CC2)cc1	i

Quoted at random: 5 records from the list, in no set order.
SMILES	ANO1 activ
Cc1cc(C(=O)COC(=O)c2ccccc2O)c(C)n1CC1CCCO1 (centres undefined)	i
O=C1c2ccccc2[C@@H]2C[C@@H](O)[C@H](Nc3cccc(Cl)n3)CCN12	i
Cc1c(NS(=O)(=O)c2cccc(C(=O)Nc3ccccc3)c2)c(=O)n(-c2ccccc2)n1C	i
O=C(CCNC(=O)c1ccc(Cl)cc1)Nc1ccc(S(=O)(=O)N2CCOCC2)cc1	i
O=C(CCS(=O)(=O)c1ccccc1F)Nc1ccc(N2CCN(Cc3ccccc3)CC2)cc1	i

Following part:
SMILES	ANO1 activ
COc1cc2sc3cc(NCCCN4CCOCC4)ccc3c(=O)c2cc1OC	i
COC(=O)c1c(C)[nH]c(C(=O)C(C)OC(=O)C2CC2)c1C (centres undefined)	i
O=c1[nH]c2ccc([N+](=O)[O-])cc2[nH]1	i
COc1ccc(OC)c(/C=C/C(=O)OCC(=O)N2CCN(S(=O)(=O)c3ccc(C)cc3C)CC2)c1	i
Cc1cccc(NC(=O)COc2ccc3c(c2)CCC3)n1	i
O=C(CSc1nnc(NC2CC2)s1)Nc1ccc(N2CCOCC2)cc1	i
COc1ccccc1CN(C)CC(=O)Nc1cccc(S(=O)(=O)N2CCCC2)c1	i
Cc1cc(Br)ccc1NC(=O)CN1C(=O)C2CC=CCC2C1=O (centres undefined)	i
CCCc1cc(=O)[nH]c(SCC(=O)Nc2sc(C(N)=O)c(C)c2C(=O)OCCOC)n1	i
O=C(NCCCN1CCCC1=O)c1cc(-c2ccc(F)cc2)nc2ccccc12	i
O=C(O)c1ccccc1Nc1cccc(C(F)(F)F)c1	i
Cc1ccc(NC(=O)c2ccc(Cl)c(S(=O)(=O)Nc3c(C)n(C)n(-c4ccccc4)c3=O)c2)cc1Cl	i
O=C(NCCN1CCOCC1)c1ccccc1OCc1ccccc1	i
CCCn1c(SCC(=O)c2c(N)n(C3CC3)c(=O)[nH]c2=O)nnc1-c1ccncc1	i
O=C(Nc1ccccc1C(F)(F)F)C(O)(c1ccccc1)C1CCCCC1 (centres undefined)	i
Cc1ccc(NC(=O)CN(C)C(=O)CSc2nccn2C)cc1	i
CCCCC1(C)NC(=O)N(CC(=O)Nc2cc(S(=O)(=O)N3CCOCC3)ccc2Cl)C1=O (centres undefined)	i
O=C(CSc1ncnc2ccccc12)NC1CCS(=O)(=O)C1 (centres undefined)	i
COCCN(C(=O)c1ccc(C)c(S(=O)(=O)N2CCOCC2)c1)c1c(N)n(CC(C)C)c(=O)[nH]c1=O	i
O=C(OCC(=O)N1CCN(S(=O)(=O)c2ccccc2)CC1)C1CCC1	i
C[C@H](CO)N1C[C@H](C)[C@@H](CN(C)C(=O)Nc2ccccc2)Oc2ccc(NC(=O)Nc3ccc(C(F)(F)F)cc3)cc2C1=O	i
O=C(COC(=O)COc1ccccc1)Nc1ccc2c(c1)OCCO2	i
CC1CCN(C(=O)COC(=O)c2ccc3ccccc3n2)CC1	i
Cc1ccc(S(=O)(=O)CCC(=O)N2CCN(c3ccccc3O)CC2)cc1	i
COc1cccc(-c2sc3ccc(OC)cc3c2C#CC(C)(C)O)c1	i
COc1cccc(CCC(=O)Nc2cc3c(cc2C(=O)O)OCCCO3)c1OC	i
O=S(=O)(/N=S1\CC=CCN1S(=O)(=O)c1ccccc1)c1ccccc1 (centres undefined)	i
O=C(OCC(=O)c1ccc[nH]1)c1ccc(C(F)(F)F)cc1	i
Cc1cc(C(=O)Cn2cnc3cc(F)ccc3c2=O)c(C)n1C1CC1	i
Cc1ccc(C)c(C(=O)CCC(=O)Nc2ccc(N3CCN(C)CC3)cc2C)c1	i

At a glance, part of the list above.
SMILES	ANO1 activ
COc1cccc(-c2sc3ccc(OC)cc3c2C#CC(C)(C)O)c1	i
COc1cccc(CCC(=O)Nc2cc3c(cc2C(=O)O)OCCCO3)c1OC	i
O=S(=O)(/N=S1\CC=CCN1S(=O)(=O)c1ccccc1)c1ccccc1 (centres undefined)	i

From PubChem

These rows are one share of the data; count on the stated rates, not on these rows.
